SENP8 block-1: blocks the human protease SENP8. 330,000 compounds, 1.2% hits. inhibition, % at 10 µM. purified SENP8, Z-RLRGG-aminoluciferin cleavage, luminescence. Q96LD8. AID 2540; in the data active means inhibition above about 50%
Target sequence (Q96LD8 whole entry, looked up): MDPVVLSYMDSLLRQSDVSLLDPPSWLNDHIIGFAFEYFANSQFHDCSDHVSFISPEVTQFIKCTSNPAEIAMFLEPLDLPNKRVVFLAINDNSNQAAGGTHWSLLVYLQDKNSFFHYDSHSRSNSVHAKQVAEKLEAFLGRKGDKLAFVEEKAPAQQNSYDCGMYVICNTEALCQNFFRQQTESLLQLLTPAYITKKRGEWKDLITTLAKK
SENP8 block-2: SENP8 (human) protease inhibition. 360,000 compounds, 0.64% hits. recombinant SENP8, Nedd8 substrate fluorescence. AID 602440. Q96LD8. inhibition, % at 20 µM; in the data active means inhibition mostly above about 40%, no sharp cut-off; inactive means mostly below about 27%
SENP1 inh: inhibitors of human SENP1 SUMO protease catalytic domain; 360,000 compounds, 0.21% hits; Q9P0U3; AID 624204; inhibition, % at 10 µM; recombinant SENP1 catalytic domain, CyPet-SUMO1-YPet FRET cleavage;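 active means inhibition at least 30% at 10 µM, raw YFP signal under a set limit, fluorescence ratio 0.5 to 1.5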;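 further: 0% = enzyme with DMSO and 100% = no enzyme wells; some results filed as inactive read as strong as hits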
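Test system: hSENP1 catalytic domain, recombinant; Amount: 20 pM final SENP1 enzyme; Medium: Tris pH 8 buffer plus EDTA, NaCl, BME, BSA, NP40, catalase; Schedule: 50 min enzyme reaction, room temperature, light-protected; Technique: FRET fluorescence in CFP and YFP emission channels; Controls: no-enzyme wells low, DMSO-plus-enzyme wells high control.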
SENP7 inh: blocks the human protease SENP7; 330,000 compounds, 1.5% hits; Q9BQF6; inhibition, % at 5 µM; recombinant SENP7, Z-RLRGG-aminoluciferin luminescence, 40 min;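 active means inhibition above about 50% at the single test dose, limit read from the data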;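 further: plate controls were DMSO with enzyme for no effect and no enzyme buffer wells for full effect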
PfGluPho inh: PfG6PD (Plasmodium falciparum) enzyme inhibition; PfGluPho enzyme, NADPH resazurin-diaphorase fluorescence; inhibition, % at 20 µM; 350,000 compounds, 0.78% hits; AID 504690;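 active means inhibition reaching at least a set limit at 20 µM in the primary screen, cut at about 59% in these data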;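 further: 0% = DMSO wells with substrate and 100% = DMSO wells lacking glucose-6-phosphate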
SENP6 inh: SENP6 protease inhibition. AID 2599. inhibition, % at 10 µM. Recombinant SENP6 catalytic domain, aminoluciferin luminescence. 330,000 compounds, 1.8% hits;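 active means inhibition above about 50% at the single tested dose, limit read from the data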;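 further: plate controls were DMSO wells with enzyme for no effect and DMSO wells lacking enzyme for full effect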
HKDC1 inhibitor: inhibitors of human hexokinase HKDC1. recombinant HKDC1, G6PDH/diaphorase resazurin coupled fluorescence. Q2TB90. 340,000 compounds, 0.16% hits. AID 493160. inhibition, % at 20 µM;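 active means inhibition above about 35% when tested at 20 µM, limit read from the data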;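 further: plate controls were DMSO wells with enzyme for no effect and DMSO wells lacking enzyme for full effect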
Target sequence (Q2TB90 whole entry, looked up): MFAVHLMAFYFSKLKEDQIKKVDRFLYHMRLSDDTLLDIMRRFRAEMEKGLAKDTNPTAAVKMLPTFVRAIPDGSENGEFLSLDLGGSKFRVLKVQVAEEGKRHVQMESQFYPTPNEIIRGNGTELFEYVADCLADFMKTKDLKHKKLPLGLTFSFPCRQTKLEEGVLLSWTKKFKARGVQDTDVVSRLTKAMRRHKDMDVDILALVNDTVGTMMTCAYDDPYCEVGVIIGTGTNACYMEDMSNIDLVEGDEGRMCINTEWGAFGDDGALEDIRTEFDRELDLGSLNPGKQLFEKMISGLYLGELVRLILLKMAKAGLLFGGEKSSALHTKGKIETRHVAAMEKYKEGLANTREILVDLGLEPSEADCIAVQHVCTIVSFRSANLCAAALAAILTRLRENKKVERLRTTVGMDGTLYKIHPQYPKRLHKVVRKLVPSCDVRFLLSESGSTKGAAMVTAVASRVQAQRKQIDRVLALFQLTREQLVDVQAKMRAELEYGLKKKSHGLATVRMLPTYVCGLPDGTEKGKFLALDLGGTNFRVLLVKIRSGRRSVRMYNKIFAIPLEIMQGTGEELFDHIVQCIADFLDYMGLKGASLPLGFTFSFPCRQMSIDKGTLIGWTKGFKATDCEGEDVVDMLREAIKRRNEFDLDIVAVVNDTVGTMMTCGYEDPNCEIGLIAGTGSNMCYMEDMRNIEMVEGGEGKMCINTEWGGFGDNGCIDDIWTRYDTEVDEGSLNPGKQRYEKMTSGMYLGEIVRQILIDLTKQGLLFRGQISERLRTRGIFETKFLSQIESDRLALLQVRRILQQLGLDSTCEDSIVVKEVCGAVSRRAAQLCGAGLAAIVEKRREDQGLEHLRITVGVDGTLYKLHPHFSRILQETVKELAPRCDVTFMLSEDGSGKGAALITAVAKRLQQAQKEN
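Incubation: 90 min at room temperature in dark / Material: recombinant HKDC1 (HK5) hexokinase enzyme, produced in-house / Quantity: enzyme 5 µg/mL final / Compound: one dose of 20 µM, 1% DMSO / Reagent: glucose and ATP substrates / Buffer or medium: Tris pH 8.0 buffer with MgCl2, Tween-20, BSA, BME / Technique: resorufin fluorescence at 613 nm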
Apaf-1 inh: inhibitors of human Apaf-1 apoptosome; inhibition, % at 20 µM; AID 489030; 330,000 compounds, 0.71% hits; reconstituted apoptosome caspase-3 activity, DEVD-Rh110 fluorescence; O14727; active means inhibition of at least 40% at 20 µM;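 further: plate controls were DMSO wells for no effect and DEVD-CHO caspase inhibitor wells for full effect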
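Material: reconstituted apoptosome with Apaf-1, cytochrome c, caspase-9, procaspase-3, dATP / Buffer or medium: pH 7.5 Hepes buffer with CHAPS, BSA, DTT / Also added: cytochrome c with DEVD-Rh110 / Schedule: compound with Apaf-1, dATP, procaspase-3 30 min, then 50 min reaction, room temperature / Technique: rhodamine 110 fluorescence at Ex 480/Em 540 nm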
* hit, by the source's call; · = no result given.

SMILES	SENP8 block-1	SENP8 block-2	SENP1 inh	SENP7 inh	PfGluPho inh	SENP6 inh	HKDC1 inhibitor	Apaf-1 inh
COCCOC(=O)c1c(C)oc2ccc(OC(=O)c3ccc4c(c3)OCO4)cc12	-4	2	-2	1	5	-1	-1	13
COc1ccccc1NS(=O)(=O)c1cccc(C(=O)N/N=C(\C)c2ccncc2)c1	6	10	0	-3	0	-6	-1	-1
Cc1ccccc1CNC(=O)Nc1ccc(Cl)cc1	9	12	2	-9	-10	-28	-6	0
CS(=O)(=O)Nc1cccc(C2=NN(S(C)(=O)=O)C(c3ccccc3)C2)c1 (configuration not stated)	3	0	-3	4	0	-9	-10	6
O=C(Cc1ccccc1)NCC(=O)Nc1cccc(Br)c1	-5	0	0	-1	4	10	-5	-6
CC(=O)c1ccc(OCC(O)CN2CCN(CC(O)COc3ccc(C(C)=O)cc3)CC2)cc1 (configuration not stated)	-1	9	-1	-3	-17	-14	-8	-7
CC(C)(C)n1nc2c(c1NC(=O)Cc1ccc(F)cc1)CSC2	3	23	3	1	11	8	-2	2
O=C(NC(Cc1ccccc1)C(=O)O)C1CCN(S(=O)(=O)c2cccc(C(F)(F)F)c2)CC1 (configuration not stated)	3	11	1	2	-35	-19	-3	8
COc1ccc(CN2C(=O)c3cccnc3C2=O)cc1S(=O)(=O)N(C)Cc1ccco1	-5	13	2	-11	0	-16	-4	-3
Cc1cc2cc(CN(Cc3ccco3)C(=S)NCC3CCCO3)c(=O)[nH]c2cc1C (configuration not stated)	-7	-32	1	7	0	2	14	20
COc1ccc(C2CC(c3ccccc3)=NN2C(=O)c2ccc(F)cc2)cc1 (configuration not stated)	-5	19	2	6	7	-18	-2	20
Cc1cc(C)c(S(=O)(=O)NCC(CCC(=O)O)C(F)(F)F)c(C)c1 (configuration not stated)	-1	20	3	3	-7	12	-4	-2
O=C1Nc2ccc(Br)cc2C1=C1CCCCC1	-1	-2	-21	-1	-19	-6	5	10
O=c1cc(O)c2sc(Nc3cccc(C(F)(F)F)c3)nc2[nH]1	7	-160	-68	7	20	6	22	-5
O=CNc1ccc2c(c1)Cc1cccc(NC=O)c1-2	·	-37	3	·	6	·	-3	·
Cc1ccc(-c2csc(N)n2)s1	-13	0	-9	-5	26	-3	-13	11
COc1ccc(CSc2nc3ccccc3c(=O)n2CCCN2CCOCC2)cc1F	-14	11	2	0	-2	-4	0	19
Cc1ccc(NC(=O)C(=O)NCC2CCCN2S(=O)(=O)c2cccs2)c(C)c1 (configuration not stated)	-9	7	-7	-7	-7	-13	-4	20
NC(=O)c1cc2ccncc2c2ccccc12	6	-5	3	11	-6	8	-2	4
O=C(OCCO)c1cc(Cl)c(C(=O)OCCO)cc1Cl	-3	2	2	-1	1	2	-1	-2

4 entries out of the list, ordered by count of non-hydrogen atoms, largest number first.
SMILES	SENP8 block-1	SENP8 block-2	SENP1 inh	SENP7 inh	PfGluPho inh	SENP6 inh	HKDC1 inhibitor	Apaf-1 inh
Cc1cc(C)c(S(=O)(=O)NCC(CCC(=O)O)C(F)(F)F)c(C)c1 (configuration not stated)	-1	20	3	3	-7	12	-4	-2
O=c1cc(O)c2sc(Nc3cccc(C(F)(F)F)c3)nc2[nH]1	7	-160	-68	7	20	6	22	-5
NC(=O)c1cc2ccncc2c2ccccc12	6	-5	3	11	-6	8	-2	4
Cc1ccc(-c2csc(N)n2)s1	-13	0	-9	-5	26	-3	-13	11

The list continues.
SMILES	SENP8 block-1	SENP8 block-2	SENP1 inh	SENP7 inh	PfGluPho inh	SENP6 inh	HKDC1 inhibitor	Apaf-1 inh
O=C(CN1CCN(S(=O)(=O)N2CCCCCC2)CC1)Nc1ccc(Br)cc1	9	1	2	3	4	-14	-2	10
CCOC(=O)c1c(C)[n+](-c2ccc(C)cc2)c(CC)c2cc(OC)c(OC)cc12	5	-299	-26	5	-15	-3	-7	1
CN(C)/C=C(/C(=O)c1ccc(Cl)cc1Cl)S(=O)(=O)c1ccc(Cl)cc1	6	24	1	0	-30	6	1	14
O=C(CN1CCOc2ccccc21)NCc1cccs1	-5	-2	1	-3	-13	1	-8	5
O=S(=O)(N1CCCCC1)N1CCN(S(=O)(=O)N2CCCCC2)CC1	·	16	3	·	-2	·	-6	·
Cc1ccc(C(=O)NCC(=O)N2CCCN(S(=O)(=O)c3ccc(C)cc3)CC2)cc1	-10	-3	1	-16	-14	-6	-7	5
CC1CCOC2(O1)C(=O)N(CN1CCN(c3ccccc3F)CC1)c1ccccc12 (configuration not stated)	-10	11	1	-2	9	-13	0	1
O=C(N/C=N/O)C1=NOC(CNc2ncc(C(F)(F)F)cc2Cl)C1 (configuration not stated)	-3	7	-1	2	-12	-15	-5	12
Cc1cc(C(=O)N/N=C/c2ccc(N(C)C)cc2)c2ccccc2n1	-1	3	8	6	16	5	-11	7
O=[N+]([O-])c1cccc(/C=N/NS(=O)(=O)c2ccccc2)c1	-2	5	4	-8	-7	10	-5	6
CCOC(=O)c1ccccc1NC(=O)CC1SC(=NC)N(C)C1=O (configuration not stated)	-6	3	-9	-12	-21	-31	2	5
O=C(Nc1ccccc1)c1ccc(NCC2CCCO2)c([N+](=O)[O-])c1 (configuration not stated)	-9	6	0	-11	-6	-14	-8	7
O=C(N/N=C/c1c[nH]c2ccc(Br)cc12)c1ccn(Cc2ccc(Cl)cc2Cl)n1	-7	-76	0	-10	8	-12	1	11
Cc1cc(S(=O)(=O)Nc2ccc(C(=O)NCc3cccnc3)cc2)ccc1F	-6	2	0	15	-18	-8	-3	9
COc1ccc(S(=O)(=O)N2CCOC2CNC(=O)C(=O)NCC(C)C)cc1 (configuration not stated)	3	-4	0	-8	-4	1	-12	5
O=C(C(Sc1ccccc1)c1ccccc1)N1CCN(c2ccccc2)CC1 (configuration not stated)	3	18	3	1	-4	-15	1	0
O=C(CSc1ccc2nnc(-c3ccccn3)n2n1)NCc1ccc2c(c1)OCO2	-15	10	0	-9	10	-10	1	11
Cc1ccccc1NC(NC(=O)c1cccs1)C(Cl)(Cl)Cl (configuration not stated)	3	9	0	7	0	4	0	4
CCN(Cc1cc2ccccc2[nH]c1=O)C(=O)c1cccc([N+](=O)[O-])c1	-7	·	·	9	-7	-3	-6	-18
O=C(NCc1ccccc1Cl)C1CCC(=O)N1Cc1ccc(F)cc1 (configuration not stated)	-11	13	0	-3	-14	6	1	5
O=C(NCc1ccccc1)N1CCN(CCO)CC1	·	-2	0	·	-4	·	1	·
CCOC(=O)CSc1nnc(CNC(=O)c2ccc(S(=O)(=O)N3CCCC3)cc2)n1C	-11	5	1	3	-10	3	1	-3
COc1ccccc1CNC(=O)CC(NS(=O)(=O)c1ccc(C)cc1)c1ccco1 (configuration not stated)	0	12	0	2	-11	-15	4	-6
COc1ccc2nc3ccccc3nc2c1NC(=O)c1ccc(Cl)cc1	-8	22	79	-10	-15	-5	9	8
Cc1nnc(-c2cccc(C(F)(F)F)c2)nc1N1CCOCC1	-3	7	0	4	-2	-18	4	-1
CCOc1ccc(NC(=O)c2sc3nc(N4CCOCC4)c4c(c3c2N)CCCC4)cc1	-3	-402	-15	7	42	-7	1	7
CC(=O)N(C)c1nnc(-c2cnccn2)s1	6	-94	0	5	1	1	-1	-5
COc1ccc(C2/C=C\CN(C(=O)OCc3ccccc3)CC(=O)N2Cc2ccc(F)cc2)cc1 (configuration not stated)	-8	9	4	-4	0	-13	2	18
O=C(NCCCCCCCCNC(=O)c1cccc2ccccc12)c1cccc2ccccc12	·	16	1	·	10	·	-6	·
CCCNC(=O)c1ccc2c(c1)CCN2S(C)(=O)=O	-12	7	3	-5	-9	-15	-8	8
CC(C)c1ccc(NC(=O)Cc2c(C(=O)O)n(C)c3ccccc23)cc1	7	10	-1	-4	-25	-7	5	-1
Cc1cccc(NC(=O)CSc2nc(=O)n(CCCN3CCOCC3)c3c2CCCC3)c1	-1	7	1	3	5	-11	-3	1
COC(=O)c1ccn(CSc2cc(Cl)ccc2Cl)n1	-3	-2	1	-1	20	0	-1	-5
COCCCN1C(=O)C(=O)/C(=C(/O)c2ccc(S(=O)(=O)N3CCCCC3)cc2)C1c1cccc(OC)c1 (configuration not stated)	-5	21	3	-4	-39	9	2	10
C=C(C)CC1N(c2cccc(OC)c2)C(=O)[C@@H]2C(C(=O)O)[C@H]3C=C[C@@]12O3 (some centres not stated)	-3	27	4	-1	-10	-14	-5	-4
COc1ccccc1NC(=O)Nc1nnc(Cc2ccccc2F)s1	-14	9	0	-2	11	-8	-3	15
CCCc1cc(=O)[nH]c(SCC(=O)Nc2nonc2C)n1	1	-7	2	3	-1	-5	-6	5
CCCc1ccc(C(=O)NNC(=O)c2ccc(Cl)cc2)cc1	-1	4	3	5	-10	4	1	-11
O=C(Nc1ccc(F)cc1)OCCN1CCN(Cc2ccccc2)CCC1=O	-6	20	-1	-13	-9	1	3	6
CCOc1cccc2cc(C(=O)N3CCN(C/C=C/c4ccccc4)CC3)c(=O)oc12	-4	-22	-66	-7	10	-5	-3	-6
C=CCNc1nc(NC(C)(C)CO)nc(OC)n1	7	17	1	-1	-7	8	0	0
COC(=O)C1CCN(C(=O)COC(=O)[C@@H]2CC(O)CN2S(=O)(=O)c2ccc3c(c2)OCCO3)CC1 (some centres not stated)	5	12	1	-1	4	5	-8	9
CCN(CCCNC(=O)Cn1ncc2c(=O)oc3ccccc3c21)c1cccc(C)c1	-6	3	1	16	18	-4	-2	6
O=C(CCCCCN1C(=O)CCC1=O)Nc1ncn[nH]1	-4	19	0	4	-12	-1	1	-1
CCC(C)NC(=O)Cn1cc(S(=O)(=O)N2CCN(c3ccccc3F)CC2)c2ccccc2c1=O (configuration not stated)	4	-7	0	7	-2	-6	-5	12
O=C(N1CCN(c2ccccc2)CC1)C1(c2cccs2)CCOCC1	-6	12	1	-5	-5	-20	0	-4
CCOC(=O)N1CCN(C(=O)CCCn2c(=O)[nH]c3ccccc3c2=O)CC1	-6	6	-10	1	0	-7	-2	2
Cc1cc(C)c2oc(=O)cc(CN3CCCCC3)c2c1	2	-1	2	-3	-6	-15	0	1
c1ccc2c(c1)ncn2CCC1CCCCC1	-3	-3	2	3	-7	0	-2	1
CCOc1ccc(NC(=O)c2ccc3c(c2)C(=O)N(Cc2ccncc2)C3=O)cc1	2	32	3	-2	-5	-5	-2	3

Additional structures follow:
SMILES	SENP8 block-1	SENP8 block-2	SENP1 inh	SENP7 inh	PfGluPho inh	SENP6 inh	HKDC1 inhibitor	Apaf-1 inh
CC(C)OC(=O)/C(C#N)=C/c1ccc(-c2ccc(SC(F)F)cc2)o1	-2	-171	-28	2	-5	-7	3	8
CCn1c(SCCOc2ccc(Cl)cc2)nnc1-c1cccs1	-8	-8	1	-1	17	-15	0	29
Cc1nnc(NC(=O)CSc2ccc(-c3ccc(Cl)cc3)nn2)s1	-12	12	1	-4	-10	3	1	-6
c1ccc(C(Cc2nc(-c3ccncc3)no2)c2ccccc2)cc1	-8	11	0	2	0	-3	1	8
CCCCn1c(N)c(N(Cc2ccccc2OC)C(=O)C(C)Oc2ccc(Cl)cc2)c(=O)[nH]c1=O (configuration not stated)	-7	-38	1	5	-5	-12	-1	0
CCCN1C(=O)/C(=C\c2nc3ccccc3c(=O)[nH]2)c2ccccc21	·	-15	-8	·	7	·	6	·
COc1ccc2c(CC(=O)NNC(=O)c3ccccc3F)coc2c1	-1	-5	-5	-2	-14	12	0	-5

Screening data deposited in PubChem BioAssay by Sanford-Burnham Center for Chemical Genomics.
